# Tn6 DDE FP: DD(E)-Tn6 binding inhibition, primary FP screen; P02675; Fibrin DD(E) TRITC-Tn6 fluorescence polarization displacement; inhibition, % at 8.3 µM; 370,000 compounds, 0.21% hits; AID 720509;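 active means inhibition above a per-campaign cutoff: mean of compounds within control limits plus 3 SD, cut at about 15% in these data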;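 further: 0% = median of all compound wells on the plate and 100% = blocking peptide control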
# PLC-beta3 inh: PLC-beta3 (human) inhibition, primary screen; Q01970; Purified PLC-beta3, fluorogenic substrate, fluorescence; inhibition, % at 12.2 µM; 370,000 compounds, 0.18% hits; AID 720704; in the data active means inhibition above about 11%;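 further: 0% = median of compound wells on plate and 100% = full blocker control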
# ARFGAP1 inhibitor: rat ARFGAP1 inhibition; Arfgap1-stimulated ARF1 GTP hydrolysis, GDP FP detection; inhibition, % at 16.5 µM; 360,000 compounds, 0.26% hits; AID 651572;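 active means inhibition above a per-plate limit, mean inhibition of low control wells plus 3 SD, cut at about 25% in these data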;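 further: 0% = DMSO wells with enzyme and 100% = wells lacking Arfgap1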
# Target sequence (Q62848 1-136 limits assumed): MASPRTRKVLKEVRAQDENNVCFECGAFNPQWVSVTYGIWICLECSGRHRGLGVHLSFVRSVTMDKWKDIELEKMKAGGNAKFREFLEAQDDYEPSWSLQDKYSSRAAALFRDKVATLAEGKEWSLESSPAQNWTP
#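 Assay system: Rat Arfgap1 GAP domain (His6, aa 1-136), purified enzyme | Buffer or medium: HEPES 25 mM pH 7.5, NaCl 150 mM, MgCl2, DTT | Schedule: GTP hydrolysis reaction 2 h at 25 °C | Signal: FP of antibody-bound GDP Alexa 633 tracer, ex 620/em 688 nm | Measure: Percent inhibition of Arfgap1-stimulated GTP hydrolysis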
# ADAM10 inh: inhibits human ADAM10; O14672; recombinant ADAM10, EDANS/DABCYL FRET peptide cleavage, 3 h; inhibition, % at 7 µM; 370,000 compounds, 0.62% hits;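 active means inhibition above a per-campaign cutoff equal to the mean of compounds falling between control-based bounds plus 3 SD, cut at about 20% in these data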;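 further: 0% = DMSO wells while the 100% control is not disclosed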
# ADAM17 inh: inhibits human ADAM17 | P78536 | recombinant ADAM17, EDANS/DABCYL FRET peptide cleavage | inhibition, % at 6.95 µM | 370,000 compounds, 0.83% hits | AID 720648;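 active means inhibition above the mean of compounds lying between control limits plus 3 SD, set per campaign, cut at about 8.5% in these data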;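 further: 0% = DMSO-only wells as the low control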
# Target sequence (P78536 215-824 limits assumed): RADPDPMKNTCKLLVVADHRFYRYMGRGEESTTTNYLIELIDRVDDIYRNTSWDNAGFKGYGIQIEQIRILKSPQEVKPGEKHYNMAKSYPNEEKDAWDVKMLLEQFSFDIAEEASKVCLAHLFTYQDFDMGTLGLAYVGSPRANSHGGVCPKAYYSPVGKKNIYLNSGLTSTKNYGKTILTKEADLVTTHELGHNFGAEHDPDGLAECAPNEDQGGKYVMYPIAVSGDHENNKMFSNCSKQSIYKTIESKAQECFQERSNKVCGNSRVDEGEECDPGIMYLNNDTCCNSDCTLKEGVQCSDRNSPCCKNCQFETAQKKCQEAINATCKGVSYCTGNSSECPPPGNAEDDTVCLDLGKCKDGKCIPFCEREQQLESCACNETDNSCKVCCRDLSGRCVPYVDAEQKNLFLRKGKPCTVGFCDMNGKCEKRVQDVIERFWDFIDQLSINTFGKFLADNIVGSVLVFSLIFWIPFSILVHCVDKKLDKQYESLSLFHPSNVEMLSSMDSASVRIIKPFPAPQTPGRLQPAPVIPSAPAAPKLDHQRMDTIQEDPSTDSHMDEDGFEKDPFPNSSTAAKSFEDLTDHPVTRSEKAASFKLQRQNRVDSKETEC
# PLC-gamma1 inh: blocks human PLC-gamma1 enzyme activity | purified PLC-gamma1, fluorogenic substrate, fluorescence | P19174 | AID 720700 | inhibition, % at 12.2 µM | 370,000 compounds, 0.84% hits; in the data active means inhibition above about 9.5%
# DDE Tn7 FP inh: inhibitors of Tn7 peptide binding to human fibrin DD(E). P02675. FP displacement of FITC-Tn7 peptide from fibrin DD(E); 0% = median of compound wells per plate. inhibition, % at 8.3 µM. 370,000 compounds, 0.13% hits. AID 720508;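 active means inhibition above the mean of compounds falling within the control limits plus 3 SD of them, cut at about 14% in these data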;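 further: 0% = plate median of compound wells and 100% = 10 µM Aha-Tn7 peptide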
#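 assay system = human clot-derived fibrin DD(E) complex | quantity = Fibrin-DD(E) at 2 µM final | timing = 10 min preincubation, 3 h with tracer, room temperature | signal = fluorescence polarization | measure = percent inhibition | benchmarks = high control wells with 10 µM unlabelled Aha-Tn7 peptide (full inhibition) | replicates = singlicate testing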
# TDP2 inh: TDP2 (human) inhibition, absorbance primary screen | recombinant TDP2, T5PNP hydrolysis, p-nitrophenol absorbance 415 nm | inhibition, % at 12.8 µM | O95551 | 370,000 compounds, 0.34% hits;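 active means inhibition above the mean of all tested compounds plus 3 SD, set per campaign, cut at about 25% in these data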;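 further: 0% = DMSO with enzyme and 100% = buffer with substrate but no TDP2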
# Target sequence (O95551 whole entry, looked up): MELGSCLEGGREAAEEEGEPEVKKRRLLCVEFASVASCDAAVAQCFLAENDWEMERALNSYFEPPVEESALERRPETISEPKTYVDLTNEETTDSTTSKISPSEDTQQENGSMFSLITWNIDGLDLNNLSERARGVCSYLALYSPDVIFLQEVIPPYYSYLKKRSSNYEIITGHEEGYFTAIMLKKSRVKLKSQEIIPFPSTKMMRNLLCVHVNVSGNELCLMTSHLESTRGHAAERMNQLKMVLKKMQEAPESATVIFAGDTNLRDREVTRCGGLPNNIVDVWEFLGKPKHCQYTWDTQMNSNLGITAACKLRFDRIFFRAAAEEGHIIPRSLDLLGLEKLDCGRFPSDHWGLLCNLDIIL
#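 System – recombinant human TDP2 · Quantity – TDP2 enzyme at 120 nM final · Doses – single concentration, 12.8 µM nominal, with 1% DMSO · Incubation – 2 h at 37 °C · Measured by – epi absorbance of p-nitrophenol freed from T5PNP by hydrolysis · Read-out – % inhibition relative to enzyme-containing and enzyme-free wells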
# SIAE primary: inhibitors of human sialic acid acetylesterase SIAE; SIAE FP-Rh probe binding, fluorescence polarization; inhibition, % at 9.66 µM; 370,000 compounds, 0.69% hits; AID 1053197;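 active means inhibition above a cutoff: mean of compounds within the control limits plus 3 SD of those, cut at about 17% in these data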;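 further: 0% = plate median of compound wells and 100% = probe without SIAE protein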
# ASAP1 GAP inh: inhibitors of human ASAP1 ArfGAP activity; Q9ULH1; ASAP1-stimulated ARF1 GTP hydrolysis, GDP FP detection; inhibition, % at 16.5 µM; 360,000 compounds, 0.19% hits; AID 624377; in the data active means inhibition above about 25%;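 further: 0% = vehicle with enzyme and substrate and 100% = no enzyme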
# Starred values were filed as active, the others as inactive; i = inactive; . = not tested or not shown. Outcome played no part in choosing rows, and some 3.6% of all compounds hit somewhere here.
SMILES,Tn6 DDE FP,PLC-beta3 inh,ARFGAP1 inhibitor,ADAM10 inh,ADAM17 inh,PLC-gamma1 inh,DDE Tn7 FP inh,TDP2 inh,SIAE primary,ASAP1 GAP inh
Cc1cccc(NC(=O)CNC(=O)CN2C(=O)NC3(CCCCC3C)C2=O)c1C (stereo not drawn),-1,3,13,2,-3,1,-2,-4,-6,1
Cc1[nH]c(=S)c(C#N)c(-c2ccccc2)c1C(=O)Nc1ccccc1,-1,-23,-7,4,2,-14,-2,-9,-8,-5
CCCn1c(SCC(=O)Nc2nccs2)nnc1-c1cccnc1,3,3,-5,0,-4,-3,2,6,-4,-2
CCOC(=O)N1CCN(C(=O)c2ccc3c(c2)N(Cc2ccccc2)CCS3)CC1,-1,i,3,-443,-120,i,5,7,7,9
O=C1c2ccc3c4c(ccc(c24)C(=O)N1c1ccc(O)cc1)C(=O)N(c1ccc(O)cc1)C3=O,0,0,1,-7,-1,2,2,5,4,-13
Cc1ccccc1C(=O)/C=C1/c2ccccc2CC(C)(C)N1C,-10,5,7,14,2,5,-4,-8,1,2
Cc1cc2ncn(S(=O)(=O)c3ccc(F)cc3)c2cc1C,-9,-5,5,-9,-4,0,-5,4,10,5
Brc1ccccc1CN1CCC(Cc2ccccc2)CC1,-10,-3,6,0,0,3,5,14,-1,-12
O=C(N/C(=C/c1ccccc1)C(=O)N1CCOCC1)c1ccc([N+](=O)[O-])cc1,4,1,0,-2,-1,2,-2,2,0,-4
Cc1ccc(-c2n[nH]c3c2C(c2cccc(O)c2)N(c2ccc(C(=O)O)cc2)C3=O)cc1 (stereo not drawn),3,-7,-4,-7,-7,-1,-1,-4,-8,10
Cc1nc2nc(-c3cccs3)cn2nc1C,-6,i,8,i,-194,i,3,4,-3,8
CSc1nc2c(c(=O)[nH]1)C(c1cccs1)C1=C(CCCC1=O)N2 (stereo not drawn),-1,-9,4,-29,-6,-7,1,1,-2,1
C[C@@H]1CC[C@H]2C(=O)N3[C@@H](CC[C@@H](C)[C@@H]3c3ccc(Br)cc3)C(=O)N2[C@H]1c1ccc(Br)cc1,1,0,0,14,1,2,-9,3,-5,-12
C=C[C@@H]1c2c(F)cccc2N(S(=O)(=O)c2ccc(C)cc2)[C@H](c2ccc(OC(C)=O)cc2)C1(C#N)C#N,0,-3,14,13,4,-1,-5,4,-23,3
Cc1ccc(C)n1CCN1CCN(C(=O)c2ccco2)CC1,0,-6,12,-3,0,-5,1,-3,6,-8
COc1ccc(/C=C2\SC(=S)N(CCCC(=O)N3CCN(C)CC3)C2=O)cc1,-6,-9,9,1,1,0,-4,9,5,12
Cc1ccccc1-c1nnc(SCCC(=O)N2CCOCC2)o1,3,-5,-17,-13,-1,2,2,10,2,-15
COc1ccccc1NS(=O)(=O)c1cccc(C(=O)N2CCN(C(=O)c3ccco3)CC2)c1,16*,-6,0,-9,-6,1,5,-7,-5,17
COc1ccc(-c2ccc3c(c2)S(=O)(=O)c2cccc(C(=O)NC4CCCC4)c2C3=O)cc1OC,2,2,6,1,0,-2,-4,-2,-5,-9
CCOC(=O)c1cccc(NC(=O)CN(C)S(=O)(=O)c2ccc(C)c(C)c2)c1,1,1,.,-3,3,1,-2,-7,-5,.
C(=C\c1nc(-c2cccnc2)no1)/c1ccccc1,6,-10,-7,-3,-5,-1,-3,11,-2,0
O=C1NC[C@@H](Cc2cccc3ccccc23)N(CC2CCCCC2)C1=O,-4,1,7,-2,4,7,1,1,5,11
COc1cccc(CC(=O)N(CCC2=CCCCC2)c2c(N)n(Cc3ccccc3)c(=O)[nH]c2=O)c1,-8,-8,4,-3,-3,-3,-7,-3,0,-6
Cc1cc(C)c2nc(NC(=O)CN3C(=O)NC4(CCCC4)C3=O)sc2c1,-4,0,1,5,1,-3,-1,-1,11,8

# Complete entries, looked up by structure. Values in the order: Tn6 DDE FP | PLC-beta3 inh | ARFGAP1 inhibitor | ADAM10 inh | ADAM17 inh | PLC-gamma1 inh | DDE Tn7 FP inh | TDP2 inh | SIAE primary | ASAP1 GAP inh
# Listed for Cc1ccccc1C(=O)/C=C1/c2ccccc2CC(C)(C)N1C : -10 | 5 | 7 | 14 | 2 | 5 | -4 | -8 | 1 | 2
# Listed for COc1ccc(/C=C2\SC(=S)N(CCCC(=O)N3CCN(C)CC3)C2=O)cc1 : -6 | -9 | 9 | 1 | 1 | 0 | -4 | 9 | 5 | 12
# Listed for CSc1nc2c(c(=O)[nH]1)C(c1cccs1)C1=C(CCCC1=O)N2 (stereo not drawn) : -1 | -9 | 4 | -29 | -6 | -7 | 1 | 1 | -2 | 1

# The list goes on:
SMILES,Tn6 DDE FP,PLC-beta3 inh,ARFGAP1 inhibitor,ADAM10 inh,ADAM17 inh,PLC-gamma1 inh,DDE Tn7 FP inh,TDP2 inh,SIAE primary,ASAP1 GAP inh
Cc1ccc(C(=O)OCC(=O)NNC(=O)c2ccccc2)c(O)c1,1,-4,5,1,-5,-2,-3,11,5,0
CC1CCN(C(=O)CN(Cc2ccc(F)cc2)S(C)(=O)=O)CC1,8,-6,-4,-2,-3,2,4,-3,0,-11
Cc1ccccc1NC(=O)C1CCN(C2=NS(=O)(=O)c3ccccc32)CC1,-4,1,-4,3,0,1,2,2,2,6
CCN(CCNC(=O)C1CCN(S(=O)(=O)c2cccc3cccnc23)CC1)c1ccccc1,6,-4,-12,-10,-2,-2,-6,4,4,-10
COCC(=O)N1CCC2CC1c1c(-c3ccc(C(F)(F)F)cc3)cccc12 (stereo not drawn),-2,-1,5,-11,0,1,3,-10,-6,1
O=[N+]([O-])c1ccc2nc[nH]c2c1,-3,-3,0,-6,-1,4,-5,-2,-3,8
CN(CC1CCOCC1)C(=O)CC1C(=O)NCCN1CC1CCCCC1 (stereo not drawn),6,-22,3,-30,-10,-20,-5,-4,3,2
O=C(c1cccc([N+](=O)[O-])c1)N1CCCC(C(=O)N2CCCCC2)C1 (stereo not drawn),-7,-4,0,4,0,-2,-1,-7,-3,-3
O=C(CSc1nc2ccccc2n1CCc1ccccc1)N1CCOCC1,-3,0,1,-1,-5,-2,4,1,-8,-15
S=C(NCC1CCCO1)N1CCN(c2cccc(Cl)c2)CC1 (stereo not drawn),11,0,10,1,3,5,0,-6,4,2
COc1ccc(NC(=O)C2CCCN(c3nn4c(=O)cc(C)nc4s3)C2)cc1 (stereo not drawn),-1,-4,5,0,0,1,3,-7,7,-6
Cc1cc(OCc2ccc(C(=O)n3cccn3)o2)ccc1Cl,-2,-1,1,10,1,4,3,4,-8,5
COc1cc(-c2nnc(SCC(=O)O)n2-c2ccccc2)cc(OC)c1OC,6,-5,1,-1,-1,-2,9,12,5,-18
Cc1ccc(-n2ncc3c(Nc4c(C)n(C)n(-c5ccccc5)c4=O)ncnc32)c(C)c1,-1,2,-9,0,-2,0,5,13,0,-3
N#C/C(=C\c1c(Cl)cccc1Cl)c1nc2ccccc2o1,-2,-16,0,-38,-13,-18,5,-2,8,-7
O=C(O)c1cccc(-n2cccc2/C=C2/NC(=O)N(c3ccc(Cl)cc3)C2=O)c1,-1,-10,-14,7,0,22*,-3,-2,-2,-8
Cc1cc(=O)n(C(C)(C)C)c(=O)n1Cc1ccccc1,-3,4,-4,0,-3,2,8,23,-2,-4
COc1cc(C(=O)Nc2ccc(O)cc2C(=O)O)ccc1OC(C)=O,-2,0,-6,2,-5,0,2,6,-5,-1
Cc1ccc(C)c(N2CCN(c3ccc4cc(S(=O)(=O)N5CCCCC5)ccc4n3)CC2)c1,-5,-8,9,-7,-1,-2,2,14,-10,17
CCCCn1c(N)c(N(CC(C)C)C(=O)C2CCN(S(=O)(=O)c3ccc(OCC)cc3)CC2)c(=O)[nH]c1=O,12,0,-10,3,-2,4,-2,-13,-9,-1
CC(C)(C)NC(=O)C1Cc2ccccc2CN1S(=O)(=O)c1ccc(F)cc1 (stereo not drawn),-3,0,5,2,1,1,-1,1,9,-7
Cc1ccc(S(=O)(=O)N(CC(=O)NC2CCC(C)CC2)c2cc(C)cc(C)c2)cc1 (stereo not drawn),-1,4,.,0,1,1,-1,9,-2,.
CC(=O)c1ccc(OCCCC(=O)NC2=NCCS2)cc1,-2,0,6,4,-2,-5,2,-2,-7,-4
COC(=O)[C@H](CCSC)NC(=O)NCc1ccccc1F,-2,0,-2,-4,-5,0,-4,6,-1,12
N#CC1=C(N)NC(SCC(=O)Nc2ccccc2)=C(C#N)C12CCCC2,7,-2,-1,-8,0,-1,-1,6,-4,6
O=C(CN1CCN(c2ccccn2)CC1)Nc1ccc(OCc2ccccc2)cc1,-4,0,-1,3,-3,-2,-5,5,5,-8
O=C(CC1(O)C(=O)Nc2ccccc21)c1ccccc1 (stereo not drawn),-6,2,15,-8,-1,-1,4,1,-4,-11
COc1ccc(NC(=O)Cn2c(=O)cnc3ccccc32)cc1S(=O)(=O)N1CCCCC1,27*,0,3,2,2,2,-3,2,-1,-13
O=C(O)c1ccc(S(=O)(=O)N2CCCCCC2)cc1,-1,-1,8,-3,-5,3,-13,5,5,-1
Cc1ccc(C)c(C(=O)COC(=O)c2ccc(Br)o2)c1,8,0,-6,-2,1,-4,5,-11,-10,-2
CS(=O)(=O)NN1C(=O)c2ccccc2NC1c1cccc(O)c1 (stereo not drawn),1,i,3,i,-283,-500,0,0,2,-11
NC(N)=Nc1nc(CCN2C(=O)c3ccccc3C2=O)cs1,-4,-2,-15,-14,2,0,1,-2,-1,0
CCOc1ccc(NC(=O)CCN2CCCCC2)cc1,-7,0,3,3,-5,3,16*,-4,1,3
CCS(=O)(=O)N1CCC(C(=O)NCCCN2CCCC2)CC1,1,0,1,5,-3,-1,3,3,3,5
CCn1c(SCC(=O)Nc2nc(C)c(C(=O)OC)s2)nnc1C(C)C,2,4,9,0,-3,0,0,5,-1,4
CCN(CC)C(=O)C1CCN(CC2CC=CCC2)CC1 (stereo not drawn),3,3,-1,5,0,0,3,-5,0,-16
CCCCCOc1ccc(N2C(=O)C(C)CNC2=S)cc1 (stereo not drawn),2,2,-3,0,-2,-2,2,-4,-4,-3
CC(NC(=O)c1ccc(N)cc1)c1ccccc1 (stereo not drawn),-4,-7,-1,-3,-9,5,-4,-10,-7,0
CCC(CC)C(=O)N(C)c1c(C)nc2c(OCC=C(C)C)cccn12,4,-8,7,-21,-1,-7,6,4,5,4
COc1cccc(C(=O)Cn2c(NCCCO)nc3ccccc32)c1,-3,0,-12,0,-3,-1,8,0,-2,-4
Cc1cc(C)cc(Cn2c3ccc(NC(=O)NCc4ccc(F)cc4)cc3c(=O)n2C)c1,1,i,1,i,-458,-385,-1,1,4,-3

# Source: PubChem (The Scripps Research Institute Molecular Screening Center)
